Glyco luc inh: increase of ERlucT glycosylation luciferase signal, primary screen, N-linked glycosylation inhibitor project, D54 ERlucT cells, luminescence, set 2. AID 588692, 2011. reporter increase, % at 12.5 µM. 360,000 compounds, 0.23% hits. D54 ERlucT glycosylation luciferase reporter, 24 h; percent of 100 nM tunicamycin response;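 active = mean luciferase reporter signal, scaled so untreated is 0 and the glycosylation-blocking control 100, at or above a set limit in every replicate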;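 also: luciferase carries N-glycosylation sites so blocking glycosylation raises the light; 0% = median of neutral control wells and 100% = median of 100 nM tunicamycin wells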
CaV13 FRET inh: Primary screen for inhibitors of IQ motif and Ca2+-dependent inactivation inhibitor domain binding in CACNA1D, Förster resonance energy transfer in living cells, … | HEK cells, CFP/YFP FRET ICDI-IQ, plate reader, 10 min; percent FRET-ratio fall versus neutral wells | inhibition, % at 12.3 µM | 340,000 compounds, 0.098% hits;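 active = mean replicate inhibition of at least 30% and at least 1% of replicates passing that level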;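 also: 0% = median of the neutral control wells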
H9c2 protect: cardioprotection against H2O2-induced cell death, primary screen, uHTS, H9c2 cells, ATPLite luminescence | H9c2 cardiomyocytes, H2O2 injury protection, 2 h | protection from H2O2 cell death, % at 20 µM | 360,000 compounds, 0.63% hits | AID 588492, 2011;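 active = compounds giving at least 50% protection of heart cells from peroxide-induced death in the single-dose screen, raw or plate-pattern-corrected value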;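 also: 0% = DMSO wells with peroxide and 100% = DMSO wells without peroxide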
MC4R ag barr: MC4R agonists recruiting beta-arrestin, primary screen, cell-based, luminescence, agonist arm of biased-ligand search; activation, % at 8.9 µM; U2OS MC4R beta-arrestin complementation; percent of melanotan II response, DMSO zero; 360,000 compounds, 0.98% hits; Melanocortin receptor 4 (Homo sapiens), P32245;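 active = activation above a per-plate cutoff, the mean activation of sample wells on that plate plus 3 SD, cut at about 8% in these data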
Target sequence (P32245 whole entry, looked up): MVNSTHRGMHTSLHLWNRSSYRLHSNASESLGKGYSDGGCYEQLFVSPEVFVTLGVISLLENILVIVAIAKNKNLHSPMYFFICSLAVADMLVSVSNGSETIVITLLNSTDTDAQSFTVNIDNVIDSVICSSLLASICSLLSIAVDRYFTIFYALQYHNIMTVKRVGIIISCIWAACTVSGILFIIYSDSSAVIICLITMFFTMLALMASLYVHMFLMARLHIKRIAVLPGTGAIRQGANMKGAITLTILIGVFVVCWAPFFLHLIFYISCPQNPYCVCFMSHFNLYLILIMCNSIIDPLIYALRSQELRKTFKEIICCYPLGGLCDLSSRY
ABCB6 inh MLPCN: ABCB6 transporter inhibitors, primary screen, K562-ABCB6 cells, flow cytometry, MLPCN library; ATP-binding cassette sub-family B member 6 (Homo sapiens), Q9NP58; K562-ABCB6 porphyrin accumulation, 1 h; stronger effect = lower value; fluorescence ratio to DMSO, % at 10 µM; 360,000 compounds, 0.19% hits;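 active = fluorescence ratio to DMSO below 75%, the collection mean minus 3 SD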;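 also: signal is porphyrin accumulated inside mitochondria; 100% equals median channel fluorescence of DMSO control wells; lower ratio means ABCB6 inhibition with less porphyrin fluorescence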
Vif imaging: HIV Vif self-association inhibitors, primary screen, imaging, HEK293T, single point. HEK293T cells, Vif self-association by quenched fluorescence, 24 h. inhibition, % at 7.49 µM. 340,000 compounds, 0.35% hits; in the data active = inhibition above about 50%, passing the limit was not always enough; also: some results filed as inactive read as strong as hits
MC4R antagonist: MC4R antagonists of cAMP signaling, primary screen, cell-based, TR-FRET, antagonist arm of biased-ligand search; AID 540295, 2011; Melanocortin receptor 4 (Homo sapiens), P32245; inhibition, % at 6.5 µM; 360,000 compounds, 0.48% hits; MC4R-expressing cells, MTII-stimulated cAMP, LANCE TR-FRET;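 active = inhibition above its plate's cutoff, the mean of tested wells on that plate plus 3 SD, cut at about 29% in these data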;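 also: 0% = Melanotan II alone and 100% = Melanotan II plus saturating MCL0020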
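Material: human MC4R-expressing U2OS cells. Probe or stimulus: Melanotan II challenge. Dosing: 6.5 µM single dose. Times: 30-min compound, 1-h challenge, 1-h detection, room temperature. Technique: TR-FRET with Eu-cAMP and labeled anti-cAMP, 671 nm. Replication: singlicate.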
aDG glyco up: activators of alpha-DG glycosylation, primary screen, uHTS, Pro5-aDG cells, AlphaScreen | alpha-DG glycosylation AlphaScreen (IIH6); 0% Pro5, 100% B10-LARGE cell signal | activation, % at 10 µM | 360,000 compounds, 0.22% hits | AID 624168, 2012;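 active = activation of at least 8% versus controls, or a plate z-score of at least 8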;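 also: Pro5 are CHO cells carrying HIG-tagged alpha-DG that lacks glycosylation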
HTR2A ag: mouse Htr2a agonists via beta-arrestin recruitment, primary screen, cell-based, luminescence | 5-hydroxytryptamine receptor 2A (Mus musculus), P35363 | CHO-K1 mHTR2A beta-arrestin complementation; percent of 30 µM serotonin response | activation, % at 7.6 µM | 360,000 compounds, 0.66% hits | AID 624169, 2012;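 active = activation above a run cutoff, the mean activation of all tested compounds plus 3 SD, cut at about 14% in these data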;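 also: 0% = plate median of compound wells and 100% = 30 µM serotonin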
Target sequence (P35363 whole entry, looked up): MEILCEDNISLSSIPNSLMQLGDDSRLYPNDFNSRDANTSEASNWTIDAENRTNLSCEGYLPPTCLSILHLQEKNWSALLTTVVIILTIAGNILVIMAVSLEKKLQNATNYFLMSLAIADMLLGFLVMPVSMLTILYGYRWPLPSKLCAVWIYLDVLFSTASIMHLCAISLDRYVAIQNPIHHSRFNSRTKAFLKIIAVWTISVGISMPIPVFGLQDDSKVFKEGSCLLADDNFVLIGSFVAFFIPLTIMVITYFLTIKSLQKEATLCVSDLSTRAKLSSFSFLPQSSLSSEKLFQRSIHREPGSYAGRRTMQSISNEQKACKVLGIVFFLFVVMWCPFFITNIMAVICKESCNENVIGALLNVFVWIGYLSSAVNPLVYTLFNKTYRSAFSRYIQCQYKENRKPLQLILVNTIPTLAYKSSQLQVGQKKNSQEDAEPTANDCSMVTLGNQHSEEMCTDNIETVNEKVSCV
PDI turbidity: inhibitors of human PDI, primary screen, biochemical, turbidity, single point, plate reader; Protein disulfide-isomerase (Homo sapiens), P07237; PDI insulin aggregation turbidity, A650, 90 min; inhibition, % at 10 µM; 350,000 compounds, 0.052% hits; AID 588391, 2011;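 active = mean inhibition across replicates of 30% or more, whatever share of single replicates reach that level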;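 also: absorbance from insulin aggregation driven by PDI reduction with DTT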
An asterisk follows results filed as active; / = no result given. Hits appear at their usual frequency, and some 3.6% of all compounds hit somewhere here.

SMILES	Glyco luc inh	CaV13 FRET inh	H9c2 protect	MC4R ag barr	ABCB6 inh MLPCN	Vif imaging	MC4R antagonist	aDG glyco up	HTR2A ag	PDI turbidity
C[C@@H]1CN([C@@H](C)CO)C(=O)CCCn2nncc2CO[C@H]1CN(C)Cc1ccc(C(F)(F)F)cc1	4	-4	-6	-1.7	93	-16	6	-0.1	3	0
Nc1ccc(-c2nc3ccc(N)cc3[nH]2)cc1	2	-22	2	-4.5	95	1	-6	-0.2	5	-10
CCOc1ccc(NC(=O)CSc2nc(O)c(C)c(=O)n2-c2ccc(F)cc2)cc1	2	-7	-1	2.8	102	0	7	0.1	-2	3
CCCN1C(=O)NC2(O)C(=O)c3ccccc3C12O (stereo unspecified)	-1	/	1	0.4	101	-12	13	-0.1	3	-3
COc1ccccc1Nc1nn2c(=O)c3ccc(C(=O)N4CCCC(C)C4)cc3nc2s1 (stereo unspecified)	5	-3	41	2.3	99	-9	19	-0.1	-5	4
COc1ccc(CCNc2nc(=S)[nH]c3cc(OC)c(OC)cc23)cc1OC	-5	-7	5	-1.0	100	/	-1	1.2	6	1
CC(C)Nc1ncnc2c1cnn2-c1ccc(Cl)cc1	-16	-7	-28	-0.9	97	-5	8	-0.1	4	-10
CCCCn1c(=O)[nH]c(=O)c2c1nc(-c1ccc(-c3ccccc3)cc1)n2C	-10	-7	-4	-0.4	97	10	3	0.0	0	-5
CCOC(=O)C1=NN(c2ccc(OC)cc2)C2C(=O)N(c3ccccc3OC)C(=O)C12 (stereo unspecified)	0	-6	5	-1.3	95	-8	0	0.1	-1	-4
Cc1ccc(S(=O)(=O)N/N=C/c2ccc(O)c(O)c2)cc1[N+](=O)[O-]	1	4	37	-3.6	95	-6	2	-0.2	-2	7
N#CC1=C2Sc3ccccc3N2CCCC1=O	2	-10	0	-1.2	96	9	9	-0.1	0	-5
O=Cc1c(-c2ccc(F)cc2)nc2ccccn12	2	-7	6	-1.3	99	-1	17	0.1	1	-5
CCOCCCNC(=O)C(c1ccccc1)N(Cc1ccc2c(c1)OCO2)C(=O)c1ccccc1O (stereo unspecified)	-4	-5	15	1.6	100	3	1	0.7	2	11
O=C(NC1CCSc2ccccc21)c1cc(S(=O)(=O)N2CCOCC2)ccc1F (stereo unspecified)	-4	-6	-3	-2.4	100	9	12	0.3	5	-4
COc1cc(OC)c(N(C)S(=O)(=O)c2cccc(C(=O)NCc3cccs3)c2)cc1Cl	-3	-4	3	1.8	99	/	0	0.0	-3	-1
Brc1cccc(CNCc2ccncc2)c1	-1	-11	4	0.6	96	0	25	-0.1	-6	-3
CCCNC(=O)NC(=O)CSc1nc2cc(C(=O)OC)ccc2c(=O)n1-c1ccccc1	-2	/	-14	-1.4	95	5	11	0.2	1	-4
COc1ccc2c(-c3ccccc3)cc(SCC(N)=O)nc2c1	-5	-8	-2	0.0	96	-4	-3	-0.1	-3	-5
Brc1ccc(-c2noc(CCc3ccccc3)n2)o1	0	-3	-23	2.6	99	-4	-2	-0.1	-1	/
Cc1nc2ccccc2c(=O)n1NC(=O)c1ccccc1Cl	1	-5	3	-1.0	100	2	10	-0.3	-4	-4
CCCNC(=O)CSc1nc(COc2ccccc2)nc2ccccc12	-2	-5	5	-1.6	98	4	-2	0.2	5	6
COc1ccc(C2/C=C\CC(NS(=O)(=O)c3ccc(C)cc3)CC(=O)N2Cc2ccccc2F)cc1 (stereo unspecified)	-2	/	-3	0.8	100	-7	4	-0.1	-3	13
CCn1cc(Cl)c(C(=O)N2N=C(c3ccc4ccccc4c3)CC2c2ccccc2O)n1 (stereo unspecified)	1	-3	-12	20*	99	-2	17	0.5	5	16
CCCCC(CC)C(=O)NCc1ccccc1OC (stereo unspecified)	0	-6	-7	-0.7	96	-1	4	0.1	4	7
CC12CCC(=O)N1C(C(=O)Nc1nccs1)CS2 (stereo unspecified)	1	-5	2	-4.1	97	16	9	-0.3	4	7
C#CCNC(=O)C[C@@H]1C[C@@]2(C(=O)OC)CCCCC=C2N(CCCCCCCC)C1=O	/	-8	/	/	95	/	/	-0.4	2	/
O=[N+]([O-])c1ccc(COn2nnc3ccccc32)cc1	-2	-3	0	-3.7	95	-10	-1	-0.1	-4	1
Cc1cccc(NC(=O)c2nc[nH]c2C(=O)N[C@H](C)CO)c1	3	-10	6	1.3	97	12	3	-0.2	0	13
CC(C)C1C(=O)N(Cc2cn(Cc3ccco3)nn2)CCS(=O)(=O)N1Cc1ccc(-c2ccccc2)cc1 (stereo unspecified)	-5	-3	-1	-1.7	96	4	5	-0.4	-2	14
CCn1c(=O)n(CC)c2cc(S(=O)(=O)Nc3ccccc3C)c(C)cc21	11	-7	-1	-0.4	93	12	10	0.0	-1	18
COc1ccc(CN2C(=NC(=O)C3CC3)SC3CS(=O)(=O)CC32)cc1 (stereo unspecified)	3	-3	1	-4.3	97	-2	0	-0.1	4	3
Cc1cccnc1NC(=O)c1ccc(Cl)c(S(=O)(=O)N2CCCCCC2)c1	-4	-3	-4	0.5	93	-5	8	-0.4	2	-2
COC1=C(Nc2ccc(O)cc2)C(=O)c2ccccc2C1=O	-1	-5	-10	-1.5	100	-6	-28	2.3	-1	-6
Cc1ccc(C(O)(COC(=O)C(C)C)COC(=O)C(C)C)c(O)c1	10	/	1	-0.8	97	6	6	0.3	2	/
O=C(NC1CC1)c1ccc2c(c1)N(Cc1ccc(Cl)cc1)CCS2	-6	-6	-9	-4.5	98	-6	8	-0.5	-5	-13
Cc1cc(NC(=O)CN2CCCCC2)no1	3	-2	4	-1.3	101	-2	0	0.2	0	-2
COC(=O)C[C@H]1C[C@@H]2c3cc(NC(=O)Nc4ccc(F)cc4)ccc3O[C@@H]2[C@@H](CO)O1	2	/	19	-2.5	93	-4	16	-0.3	-2	-3
CCCC(CCC)n1[nH]c(=O)c2c(C)cc(C)nc21	1	-2	-7	-1.0	103	3	3	0.0	6	-2
CC(C)(C)N1CC(C(=O)O)CC1=O (stereo unspecified)	0	-1	20	-0.7	101	-2	0	-0.3	3	-4
Cn1c(SCC(=O)Nc2ccccc2)nnc1C(F)(F)F	3	9	-1	0.0	100	9	5	-0.2	1	7
Cc1ccc(C(=O)N/C(=C\c2ccc3c(c2)OCO3)C(=O)Nc2ccc(C(=O)O)cc2)cc1	3	-2	5	-4.5	99	14	-4	0.0	-3	11
Cc1cccc(C(=O)OCC(=O)Nc2ccccc2C(=O)NC2CC2)c1	0	-6	-5	-1.2	94	2	-5	-0.1	7	5
CCOC(=O)Cn1c(O)c(N=NC(=O)OC)c2ccccc21	0	4	-2	-2.2	90	-12	-14	0.1	4	6
S=C(N/N=C/c1ccccc1)N1CCOCC1	0	-5	5	-1.0	97	-2	20	-0.2	8	8
Cc1ccccc1OCC(O)CN1CCC(C)CC1 (stereo unspecified)	1	-4	0	-1.3	104	0	24	1.1	-8	-1
Cc1c(C(=O)N2CCN(C3CCS(=O)(=O)C3)CC2)oc2c(F)cccc12 (stereo unspecified)	-1	-3	0	0.6	103	/	6	-0.2	-2	1
CN(Cc1cccc(F)c1)C(=O)c1ccc(NS(=O)(=O)c2ccc3[nH]c(=O)[nH]c3c2)cc1	-1	-4	2	1.6	95	5	-1	-0.2	-1	-10
CCOC(=O)C1=C(C)N(CCCC(=O)O)C(=O)NC1c1ccc([N+](=O)[O-])cc1 (stereo unspecified)	4	-10	1	-1.0	99	-3	0	-0.1	-1	6
Cc1noc(C)c1COC(=O)Cc1ccc(Cl)c(Cl)c1	0	1	-3	-0.4	98	-5	4	0.0	2	5
COc1cccc(S(=O)(=O)Nc2noc3ccccc23)c1	-1	-17	3	1.2	102	-10	-1	0.1	-4	-1
COc1ccccc1NS(=O)(=O)c1ccc(Cl)c(NC(=O)C(C)N2C(=O)c3ccccc3C2=O)c1 (stereo unspecified)	-1	-9	-8	-3.3	98	12	12	-0.3	-7	-2
O=c1c2ccccc2nc2n1CCN2Cc1ccc(Cl)cc1	0	-8	-15	2.5	95	-6	-16	2.0	3	-5
C=CCn1c(SCC(=O)NC2CCCCC2)nnc1-c1sc(N)nc1C	0	-1	-3	-0.3	86	2	3	0.4	-1	5
O=C(Nc1ccc(S(=O)(=O)Nc2ncccn2)cc1)c1cccc(S(=O)(=O)N2CCCC2)c1	1	-7	6	-3.2	101	-2	10	-0.1	-2	0
O=C(N/N=C/c1cccc(O)c1)NC1CCCCC1	0	-3	0	2.3	101	-2	-10	0.7	-2	3
CCN(CC)C(=O)c1[nH]cnc1C(=O)Nc1ccon1	4	-4	6	-1.1	97	-6	-2	0.2	3	7
CC1CN2C(c3ccc([N+](=O)[O-])cc3)=CSC2=N1 (stereo unspecified)	0	8	-4	-0.8	98	4	1	0.2	4	-1
CCn1c(COc2ccc(=O)n(-c3ccccc3)n2)nnc1SCc1ccc(C)cc1	-1	-4	-1	-0.6	92	-8	0	0.3	-3	7
Cc1cccc(-c2nc(C#N)c(N3CCCCCC3)o2)c1	-2	/	-9	-0.1	90	8	3	-0.4	4	1
COC(=O)C(NC(=O)c1ccccc1)(Nc1cc(C)cc(C)n1)C(F)(F)F (stereo unspecified)	3	-3	4	-1.4	100	-1	4	0.0	-3	-1
New compounds follow:
SMILES	Glyco luc inh	CaV13 FRET inh	H9c2 protect	MC4R ag barr	ABCB6 inh MLPCN	Vif imaging	MC4R antagonist	aDG glyco up	HTR2A ag	PDI turbidity
Cc1ccc(C)c(S(=O)(=O)N2CCCCC2CCNC(=O)C(=O)NCc2cccnc2)c1 (stereo unspecified)	1	-4	-4	-2.9	97	-7	-3	-0.2	-3	2
CCCC1=C(C(=O)OCC)C(c2ccc(N(C)C)cc2)n2ncnc2N1 (stereo unspecified)	-2	/	3	-1.7	96	-5	2	0.1	-2	3
COc1ccc(CN2C(=O)[C@@H]3Cc4c([nH]c5ccccc45)C(C)(C)N3C2=O)cc1	0	-9	-3	-0.5	98	4	5	0.0	-1	4
CON(c1nc(N(C)C)nc(N(C)C)n1)S(=O)(=O)c1ccccc1Cl	-1	/	3	-2.5	101	-4	5	-0.4	-4	6
